High-throughput results: PubChem BioAssay, several laboratories
WT yeast gro inh: growth inhibition of WT yeast, mitochondrial fusion screen. 190,000 tested, 2.1% active. inhibition, % at 10 µM. mitochondrial fusion phenotypic screen, WT strain; in the data active means inhibition above about 58%; tested in S. cerevisiae
Dynein cargo inh: blocks dynein driven cargo transport along microtubules | 3617.4 mouse cells, GR-EGFP nuclear translocation imaging; test concentration mostly 20 µM; stimulated with dexamethasone, 1 µM; hits give low values | z-score, hits read low | 220,000 tested, 0.47% active;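 active means plate z-score of nuclear minus cytoplasmic receptor signal below a set negative limit, without overly bright fluorescence or cell loss, cut at about -3.5 in these data, passing the limit was not always enough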;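 further: z-score of nuclear minus cytoplasmic ring GR-EGFP intensity difference per well; some compounds called inactive have numbers as strong as hits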
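Buffer or medium: tet-free, stripped-serum medium; reagent: dexamethasone at 1.0 µM final, 30 min; incubation: 48 h induction, 1 h compound, 30 min dex at 37 °C; measured by: formaldehyde fixation, Hoechst nuclear stain, 10x automated fluorescence imaging; read-out: nuclear-to-cytoplasmic GR-EGFP distribution per well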
b-catenin transl: alters nuclear translocation of beta-catenin in HeLa cells; nuclear translocation activity, % at 5 µM; 190,000 tested, 0.3% active; AID 1665; immunofluorescence imaging;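 active means nuclear translocation activity above 50% at 5 µM, with a well cell count of 50 or more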;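 further: per-cell ratio of nuclear to cytoplasmic median beta-catenin stain intensity; plate controls were DMSO negative control for no effect and GSK-3 inhibitor IX positive control for full effect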
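Technique: fluorescence imaging of beta-catenin antibody stain plus DAPI / Material: human HeLa cell line / Incubation: compound treatment 24 h, 37°C, 5% CO2 / Read-out basis: % activation of per-cell nuclear versus cytoplasmic median beta-catenin signal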
ER stress rescue: rescue of cells from ER stress-induced death, primary screen, 384-well, CSM14.1, thapsigargin, ATP luminescence (AID 1222) | CSM14.1 thapsigargin-induced death rescue, ATP luminescence; higher % means a stronger effect | cellular ATP content (survival), % at 20 µM, or EC50 in µM where a hit was titrated | 190,000 tested, under 10 active;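 active means EC50 below 50 µM in the dose-response confirmation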;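 further: death triggered by thapsigargin at about 15 µM added after 2 h compound pretreatment; cell ATP read after overnight thapsigargin exposure of roughly 18 to 22 hours; normalized against plate controls of thapsigargin alone and 5% DMSO vehicle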
Autophagy mod: modulators of autophagy; 190,000 tested, 0.98% active; MEF GFP-LC3 puncta imaging; test concentration mostly 10 µM; calls only at 10 µM (by protocol); AID 463193;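 active means percentage of spot-positive cells more than 3 SD above its plate mean, without a fluorescence outlier flag or 80% toxicity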;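 further: spot-positive cell cutoff set from DMSO-treated cells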
Hep lipid drop: hepatic lipid droplet formation modulation. AID 1656. 240,000 tested, 0.4% active. AML12 mouse hepatocytes, oleate lipid droplets, BODIPY imaging. inhibition, % at 6.5 µM;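 active means lipid droplet intensity inhibited by at least 50%, with more than 500 cells counted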
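Technique: fluorescence imaging, 20x objective, two fields per well / Assay system: AML12 hepatocytes (mouse) / Measure: % inhibition of lipid droplet signal / Doses: 6.5 µM single-point dosing / Incubation: overnight exposure / Reagent: 100 µM oleic acid challenge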
Ins promoter up: MIN6 insulin promoter up-regulation; MIN6 insulin promoter-GFP reporter, high-content imaging; hits give high values; z-score at 5 µM; 190,000 tested, 0.3% active;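 active means z-score above 3 at 5 µM with at least 500 cells counted in the well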
MT stabilizer: microtubule stabilizers in HeLa cells; HeLa tubulin immunostaining HCS, 24 h; share of cells brighter than vehicle mean+2SD; % tubulin-high responders, % at 10 µM; AID 2205; 200,000 tested, 0.83% active;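 active means plate Z-score above 3 for both tubulin-high and condensed-nucleus cell shares, with cell loss under 80%, at 10 µM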;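 further: anti alpha tubulin signal scored within the nucleus-defined area of each cell; some results filed as inactive read as strong as hits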
XIAP antagonists: small molecules displacing peptide from XIAP – biochemical, IAP family, fluorescence polarization (AID 1018); one-dose displacement, % at 20 µM; IC50 in µM for titrated hits; XIAP BIR domain, fluorescence polarization peptide displacement; higher % means a stronger effect; 200,000 tested, 0.007% active; in the data active means displacement above about 50%; further: a part of the inactive calls stands beside numbers as strong as those of hits
WT yeast gro inh mutant strain: recorded beside WT yeast gro inh, whose call it bears; inhibition, %; mitochondrial fusion phenotypic screen, mutant strain inhibition
Dynein cargo inh cytoplasmic EGFP: recorded beside Dynein cargo inh, whose call it bears; z-score; measured here: cytoplasmic GR-EGFP intensity; hits give high values
Dynein cargo inh nuclear GR-EGFP: recorded beside Dynein cargo inh, whose call it bears; z-score; measured here: nuclear GR-EGFP intensity;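 lower value marks the stronger effect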
Dynein cargo inh cell count: second read-out of Dynein cargo inh, no call of its own (marks repeat the call); z-score; measured here: cell count per field
Ins promoter up cell count: further read-out of Ins promoter up, marked with its call; cell count; measured here: cytotoxicity, nuclei count;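 total cells summed across four imaged fields per well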
Hep lipid drop cells 6.5 µM: also measured in Hep lipid drop; calls as there; cell count; measured here: cell count, cytotoxicity flag;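 cells counted across two imaged fields per well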
b-catenin transl cell count 5 µM: recorded beside b-catenin transl, whose call it bears; cell count; measured here: cell count, cytotoxicity flag
MT stabilizer Hoechst-high %: second read-out of MT stabilizer, no call of its own (marks repeat the call); % Hoechst-high responders; measured here: nuclear condensation Hoechst responders;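 share of cells brighter than vehicle mean plus two SD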
MT stabilizer cytotoxicity %: second read-out of MT stabilizer, no call of its own (marks repeat the call); toxicity, %; measured here: cytotoxicity by cell density;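 0% = mean cell density of plate MIN control wells and 100% = no cells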
Autophagy mod cell loss 18 h: second read-out of Autophagy mod, no call of its own (marks repeat the call); toxicity, %; measured here: cell loss, nuclei count;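 cell loss after 18 h compound exposure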
* marks the source's active call; other numbers are inactive results; i = inactive; . = not tested or not shown; & = joins results of further samples.

SMILES	WT yeast gro inh	WT yeast gro inh mutant strain	Dynein cargo inh	Dynein cargo inh cytoplasmic EGFP	Dynein cargo inh nuclear GR-EGFP	Dynein cargo inh cell count	b-catenin transl	b-catenin transl cell count 5 µM	ER stress rescue	Autophagy mod	Autophagy mod cell loss 18 h	Hep lipid drop	Hep lipid drop cells 6.5 µM	Ins promoter up	Ins promoter up cell count	MT stabilizer	MT stabilizer Hoechst-high %	MT stabilizer cytotoxicity %	XIAP antagonists
CCOC(=O)c1sc(SCC(=O)Nc2ccc(N(C)C)cc2)nc1N	-7	-16	0.18	-0.18	0.092	-0.017	-0.6	1003	-0.3%	i	-10	.	.	.	.	1.2	2.3	11	1.1%
O=C(COC(=O)c1ccc[nH]c1=O)NC1CCCCCCC1	-4	-33	-0.17	-0.2	-0.21	-0.11	-0.2	1042	-0.3%	i	-9	28	686	0.1	1487	2.9	1.4	0.9	-2.9%
COc1ccc(S(=O)(=O)Cc2ccc(C(=O)NCCCN(C)c3ccccc3)o2)cc1	-8	-16	-0.16	-0.16	0.13	-0.47	-3.1	964	0.2%	i	0	.	.	-0.4	1306	2.8	1.6	12	-1.2%
COc1ccc(/C(N)=N/OC(=O)c2cccc([N+](=O)[O-])c2C)cc1OC	8	10	1.1	0.12	0.67	-0.8	6.6	1137	-1.3%	i	5	-5	785	-0.01	891	3.0	2.9	0.1	-0.8%
CCOC(=O)c1ccc(-n2[nH]c(-c3ccccc3)cc2=O)cc1	-1	5	-0.4	-0.066	0.21	-0.14	-1.6	1048	-1.2%	i	7	2	633	0.03	1810	3.0	2.2	8.7	0.7%
CC(=O)c1ccc(N2CCN(C(=S)Nc3ccccc3C(F)(F)F)CC2)cc1	-3	5	-0.3	-0.26	-0.15	0.68	5.0	894	0.2%	i	39	-15	659	1.3	1560	1.8	1.5	8.4	-3.9%
COc1ccc(CCC(=O)Nc2nc3ccccc3[nH]2)cc1	14	4	0.69	-0.26	0.5	-0.39	0.0	1092	0.3%	i	-8	-1	792	.	.	0.8	0.8	3.9	-5.1%
COc1cc(C(=O)NCc2cccc3ccccc23)ccc1OCc1ccccc1	30	0	-0.015	0.92	0.11	-0.0025	-1.7	882	1.0%	i	-4	.	.	-0.43	1215	5.0	1.7	7.0	-3.9%
COc1ccc(-c2csc(-n3ncc(-c4cccs4)c3N)n2)cc1	4	0	0.68	-0.061	1.1	-0.9	2.3	1449	-0.7%	i	17	.	.	-0.13	1121	2.4	1.2	4.1	-2.8%
CCCCCn1c(=N)n(CC(O)COc2ccccc2OC)c2ccccc21 (stereo not drawn)	5	1	-2.6&0.25	0.11&-0.38	-1.2&0.58	0.24&-1.2	-2.4&5.9	1037&1209	.	.	.	-32&19	627&736	-1	879	2.8	1.7	5.4	-2.8%
O=C(c1cccs1)N1CCN(c2ncc(Br)cn2)CC1	.	.	-0.4	-0.26	-0.47	0.48	0.7	1282	.	.	.	-14	651	1	1454	.	.	.	.
COc1cccc(NC(=S)/C(=C(\[O-])c2ccc(C)c([N+](=O)[O-])c2)[n+]2ccccc2)c1	7	2	0.88	-0.24	0.46	0.43	-5.6	1117	-1.8%	i	3	10	741	-0.14	818	5.6	2.7	6.9	-4.1%
NC(=S)N/N=C/c1coc2c(ccc3ccccc32)c1=O	-3	6	0.15	-0.27	0.13	-0.2	3.9	635	0.2%	i	-6	1	662	0.08	1414	7.5	4.0	5.8	-5.8%
COc1ccc(C2OC(=O)c3ccccc3S2)cc1 (stereo not drawn)	5	-8	-0.035	-0.41	-0.15	0.35	-4.3	931	4.9%	i	11	.	.	0.61	1153	3.3	2.3	6.8	-3.8%
Cc1ccccc1C(=O)Nc1cc(S(=O)(=O)N2CCCCC2)ccc1N1CCN(C)CC1	-8	-17	4.2	0.23	1.6	-1.7	-1.8	924	-3.9%	i	-5	5	648	-0.12	1219	4.6	3.3	8.8	-2.1%
CCN(CCCNC(=O)CC1Oc2ccc(C)cc2NC1=O)Cc1ccccc1 (stereo not drawn)	-10	-9	-0.76	-0.26	-0.098	1.3	2.0	1028	.	i	-3	-4	694	.	.	4.4	1.9	9.1	-7.4%
O=C(COC(=O)c1ccc(S(=O)(=O)NCc2ccco2)cc1)c1ccccc1	-8	22	-0.034	0.92	0.41	0.017	0.0	1076	1.5%	i	5	-1	689	0.03	1399	1.8	2.0	8.7	-1.5%
NCCOc1ccc(C23CC4CC(CC(C4)C2)C3)cc1	97*	96*	-4.7	1.8	-2.7	-7	0.6	975	.	i	-13	0	671	-0.06	1301	4.4	1.9	5.3	-6.4%
Cc1ccc(C(=O)NN2C(=O)c3ccc(S(=O)(=O)c4ccc(C(=O)O)cc4)cc3C2=O)cc1	-2	-2	-0.48	-0.25	-0.39	0.41	1.8	1062	-0.4%	i	-3	3	710	-0.14	1119	1.5	1.9	3.4	-6.9%
CCOC(=O)c1sc2nc(C)nc(Nc3ccc(OC)cc3)c2c1C	5	-10	0.55	-0.2	0.36	-0.56	0.1	1099	-1.5%	i	-8	-1	649	-0.79	1176	2.6	1.6	2.3	-2.1%
c1ccc(Oc2cc(-n3cncn3)ncn2)cc1	-13	-9	-0.86	-0.31	-0.65	0.5	-2.6	564	-2.1%	i	-8	12	730	-0.44	1437	4.7	2.4	5.6	-1.2%
Cc1[nH]c2ccccc2c1C(c1ccncc1)N1CCN(c2ccccc2F)CC1 (stereo not drawn)	25	21	2.1	-0.15	1.2	-1.1	-0.9	984	0.6%	i	-2	15	636	-0.37	1280	3.4	1.9	2.0	-6.5%
COc1ccc(/C=N/NC(=O)Cn2nnc3ccccc32)cc1OC	-15	-3	0.12	0.0083	0.32	-1.4	-1.5	1036	-2.2%	i	-11	6	730	2.6	1523	2.1	4.0	8.5	-18%
CCOC(=O)CN1C2=NCCCN2c2ccccc21	3	5	-0.48	-0.2	-0.26	1.1	-0.5	1499	-0.7%	i	1	13	664	0.71	1524	4.5	2.1	8.4	3.6%
CSc1ccccc1C(=O)Nc1cc(C)ccc1C	4	8	-0.12	-0.24	0.5	-0.24	-0.7	1533	-0.8%	i	13	-21	576	-0.17	1356	3.1	2.2	4.6	-3.1%
CC(=O)N1CCN(c2cc(N3CCc4ccccc4C3)c(F)cc2[N+](=O)[O-])CC1	19	11	0.17	-0.18	-0.25	-0.2	-1.0	1361	-0.7%	i	26	.	.	-0.62	1302	3.4	1.1	7.7	-3.3%
Cc1ccc(/C=C/C(=O)O)cc1S(=O)(=O)NCCO	5	6	-0.26	-0.21	-0.44	0.29	3.0	1087	-1.5%	i	16	-5	624	-4.1	625	2.7	2.6	5.3	-1.3%
CCC(C)n1nccc1NC(=O)C(C)OC(=O)c1cc2ccccc2[nH]1 (stereo not drawn)	11	7	-0.29	-0.22	-0.033	0.37	-1.2	1116	2.9%	i	-5	3	758	-0.18	734	1.8	1.5	3.9	-3.8%
CCOC(=O)c1ccc(COc2ccc(C(C)C)cc2)o1	22	7	-0.29	-0.0017	0.043	0.47	4.3	1086	-2.1%	i	1	-24	718	-0.67	1312	1.2	1.4	2.1	-6.0%
Cc1cc(C)nc(SC(C)C(=O)N/N=C/c2cccs2)n1 (stereo not drawn)	3	0	-0.078	-0.18	0.59	-0.19	-0.4	1327	-1.2%	i	8	.	.	-0.14	1466	1.9	0.9	4.9	-2.1%
CC(=O)/C(=N\Nc1ccc(Cl)cc1)Sc1nnc(-c2ccccc2)n1-c1ccccc1	40	31	-0.44	-0.28	-0.41	0.33	-1.7	1103	6.8%	i	4	-26	673	-0.8	1401	7.0	3.4	12	-1.7%
CCOc1cc(N2CCOCC2)c(OCC)cc1NC(=O)CN1CCc2ccccc2C1	.	.	1.5	0.15	1.8	-2.3	0.4	1443	-1.8%	i	6	.	.	-2.1	1128	7.7	2.0	9.6	1.7%
CCc1ccc2[nH]cc(C(=O)OCCOC)c(=O)c2c1	2	-8	0.2	-0.23	0.75	0.12	-3.0	1025	-0.9%	i	4	.	.	0	1195	2.6	2.3	3.9	-19%
CCCc1c(O)nc(SCCN(CC)CC)n(C(=O)c2ccccc2)c1=O	-17	-2	0.68	-0.18	0.68	-0.81	-7.1	792	3.1%	.	.	.	.	1.6	1766	2.2	2.5	5.7	-20%
CCc1nc(N2CCN(C(C)=O)CC2)c(C#N)c2c1COC(C)(C)C2	.	.	0.26	-0.28	0.26	0.35	-0.1	1377	.	.	.	23	745	-0.18	1172	.	.	.	.
